CHRM5 antagonist – blocks acetylcholine activation of human M5 receptor; P08912; CHO-hM5 cells, Fluo-8 calcium fluorescence, ACh EC80; inhibition, % at 3 µM; hit rate 0.59% among 360,000; AID 624040;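 active = inhibition above a per-plate cutoff, the mean of that plate's test compounds plus 3 SD, cut at about 27% in these data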;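 note: 0% = acetylcholine EC80 with DMSO and 100% = DMSO without agonist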
Target sequence (P08912 whole entry, looked up): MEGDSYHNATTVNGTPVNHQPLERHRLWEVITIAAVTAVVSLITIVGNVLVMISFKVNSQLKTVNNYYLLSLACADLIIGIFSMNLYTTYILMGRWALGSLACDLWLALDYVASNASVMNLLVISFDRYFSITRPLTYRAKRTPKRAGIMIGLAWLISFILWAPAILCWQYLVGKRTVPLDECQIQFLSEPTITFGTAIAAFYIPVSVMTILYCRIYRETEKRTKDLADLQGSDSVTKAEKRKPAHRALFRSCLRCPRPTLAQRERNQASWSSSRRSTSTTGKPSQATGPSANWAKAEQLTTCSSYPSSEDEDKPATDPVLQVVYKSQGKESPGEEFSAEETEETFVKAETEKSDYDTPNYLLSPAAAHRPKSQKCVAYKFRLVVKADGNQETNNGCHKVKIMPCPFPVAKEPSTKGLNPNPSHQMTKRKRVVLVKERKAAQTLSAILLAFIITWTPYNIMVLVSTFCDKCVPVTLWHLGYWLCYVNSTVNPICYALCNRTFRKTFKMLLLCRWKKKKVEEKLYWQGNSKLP
CHO-K1 Ca PAM – counter-screen for M1 PAMs: effect in parental CHO-K1 cells | ATP EC20, Fluo-8 calcium fluorescence; 0% at ATP EC20, 100% at ATP max | activation, % at 3 µM | hit rate 0.02% among 360,000 | AID 602247;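 active = activation above the run cutoff, the mean activation of all test compounds plus 3 SD, cut at about 40% in these data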;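 note: peak over basal fluorescence ratio in a 140 s read after ATP addition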
M4 PAM – potentiates acetylcholine response at human M4 receptor. P08173. CHO-K1 hM4/Gqi5, Fluo-8 calcium fluorescence, ACh EC20; 0% = ACh EC20, 100% = maximal ACh. hit rate 0.4% among 360,000. AID 624126. activation, % at 3 µM;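 active = activation above its plate's cutoff, the mean activation of sample wells plus 3 SD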; note: some results filed as inactive read as strong as hits
Target sequence (P08173 whole entry, looked up): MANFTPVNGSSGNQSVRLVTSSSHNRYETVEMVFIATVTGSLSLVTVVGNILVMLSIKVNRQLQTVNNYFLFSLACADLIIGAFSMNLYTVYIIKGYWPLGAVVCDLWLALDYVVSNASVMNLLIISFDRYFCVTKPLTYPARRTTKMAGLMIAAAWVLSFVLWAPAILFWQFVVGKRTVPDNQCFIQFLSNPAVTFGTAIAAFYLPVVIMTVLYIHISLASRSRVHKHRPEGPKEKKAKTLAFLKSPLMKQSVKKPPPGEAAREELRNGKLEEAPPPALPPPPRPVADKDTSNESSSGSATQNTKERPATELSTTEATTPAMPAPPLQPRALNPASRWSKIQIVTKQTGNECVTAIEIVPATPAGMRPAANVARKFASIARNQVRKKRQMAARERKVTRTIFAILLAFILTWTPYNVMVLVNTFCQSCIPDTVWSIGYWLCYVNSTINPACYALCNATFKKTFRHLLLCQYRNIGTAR
CHO-K1 Ca antag – M1 antagonist counterscreen hit in parental CHO-K1 cells; hit rate 0.6% among 360,000; ATP-induced calcium, Fluo-8 fluorescence; AID 602250; inhibition, % at 3 µM;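 active = inhibition above a per-plate cutoff, the plate's mean sample inhibition plus 3 SD, cut at about 24% in these data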;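 note: 0% = DMSO plus EC80 ATP and 100% = DMSO alone without ATP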
CHRM4 antagonist – CHRM4 antagonism in calcium assay; P08173; CHO-hM4 cells, ACh EC80, Fluo-8 calcium fluorescence; inhibition, % at 3 µM; hit rate 0.73% among 360,000; AID 624125;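 active = inhibition above its plate's cutoff, the mean inhibition of sample wells plus 3 SD, cut at about 27% in these data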;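 note: 0% = acetylcholine EC80 with DMSO and 100% = DMSO without agonist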
CHO-K1 Ca ag – M1 agonist counterscreen hit in parental CHO-K1 cells; activation, % at 3 µM; hit rate 0.48% among 360,000; AID 602248; Fluo-8 calcium fluorescence; scaled to maximal ATP response, vehicle zero; in the data active = activation above about 15%;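 note: untransfected CHO-K1 host cells lacking M1 receptor as counterscreen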
M4 ag – agonists of human muscarinic M4 receptor (CHRM4); CHO-K1 hM4/Gqi5, Fluo-8 calcium fluorescence; vehicle 0%, full acetylcholine response 100%; P08173; AID 624127; hit rate 0.14% among 360,000; activation, % at 3 µM;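 active = activation above the run mean over all test wells plus 3 SD, cut at about 32% in these data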;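 note: peak over basal fluorescence ratio per well then scaled between controls; 0% = DMSO wells and 100% = acetylcholine at EC100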
CHRM5 agonist – agonists of human muscarinic M5 receptor (CHRM5). P08912. activation, % at 3 µM. CHO-K1 hM5 cells, Fluo-8 calcium fluorescence; 0% DMSO wells, 100% maximal acetylcholine response. hit rate 0.19% among 360,000;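 active = activation above the run's mean over test compounds plus 3 SD, cut at about 23% in these data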;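 note: signal is peak over basal fluorescence ratio across the kinetic read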
CHRM5 PAM – CHRM5 positive allosteric modulation | CHO-K1 hM5, Fluo-8 calcium, ACh EC20 PAM; 0% = ACh EC20, 100% = ACh EC100 | activation, % at 3 µM | hit rate 0.3% among 360,000 | AID 624038;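 active = activation above the run cutoff, the mean activation of all test compounds plus 3 SD, cut at about 18% in these data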
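Test system: CHO-K1 hM5 cells / Doses: single-point, 3 µM nominal / Times: Post-acetylcholine fluorescence recording 140 s / Technique: Fluo-8 calcium fluorescence / Measure: Max/basal fluorescence ratio as % of EC20–EC100 ACh window / Benchmarks: low control EC20 acetylcholine (0%), high control EC100 acetylcholine (100%) / Replicates: one well per compound, no replicates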
An asterisk follows results filed as active.

SMILES	CHRM5 antagonist	CHO-K1 Ca PAM	M4 PAM	CHO-K1 Ca antag	CHRM4 antagonist	CHO-K1 Ca ag	M4 ag	CHRM5 agonist	CHRM5 PAM
O=C(O)CCc1nn2cnc3sc4c(c3c2nc1=O)CCCC4	-3	4	1	3	6	0.2	0	2	1
CCOC(=O)C1=CCN(S(=O)(=O)c2ccccc2Br)C1c1cccc(F)c1 (configuration not stated)	-4	14	-9	6	-12	2.8	5	-5	-6
CCCn1nc(C(=O)N2CCCc3ccccc32)c2ccccc2c1=O	13	3	-5	-8	3	0.1	0	-3	0
C=CCNC(=O)c1onc(CCl)c1C(=O)OC	9	4	1	-16	3	1.0	0	4	9
COc1ccc2c(C)cc(SCn3nnc4ccccc4c3=O)nc2c1	0	15	-6	-7	2	0.2	0	0	-1
CC1CCc2nc(NC(=O)c3cc(C(C)(C)C)nn3C)sc2C1 (configuration not stated)	3	-10	0	13	1	0.1	1	0	3
S=C(Cc1ccccc1)Nc1ccccc1	9	14	4	-12	0	1.6	1	-5	-1
Cc1cccc(NC(=S)NC(=O)/C=C/c2ccccc2)n1	7	6	0	-5	-3	0.0	2	-3	1
CC(=O)Nc1ccc(OCc2ccc3c(c2)OCO3)cc1	-5	20	-8	-6	0	1.1	2	5	4
CCCOC(=O)c1ccc(NC(=O)C2C3C=CC(O3)C2C(=O)O)cc1 (configuration not stated)	-2	2	2	1	1	0.2	0	1	7
CC1NC(=S)N(C2CCCCC2)C1=O (configuration not stated)	-3	21	6	-10	5	0.5	2	-1	6
N#CC1(NC(=O)COc2ccc3oc4ccccc4c3c2)CCCCC1	-2	27	-2	-12	0	1.1	2	-2	-1
CCCn1c(=O)n(C)c(=O)c2c(SCC(=O)NC34CC5CC(CC(C5)C3)C4)nc(CC(C)C)nc21	-9	8	1	5	1	0.0	0	0	4
CCOc1ccc2nc(NC(=O)c3cccc(N4C(=O)CCC4=O)c3)sc2c1	-8	18	-8	-10	-17	3.6	9	3	-3
O=C(O)c1cc2ncc(-c3[nH]ncc3[N+](=O)[O-])cn2n1	-22	-4	6	6	-8	-0.5	1	3	14
O=C(NC1CC1)c1ccc(CSCc2ccccc2Cl)o1	3	8	-2	-3	3	12	12	4	-9
O=C(NN=C1CCCC1)c1cccc(O)c1	-4	-25	1	1	-2	0.0	1	0	10
CC(C)COc1ccc(C(=O)Nc2ccc([N+](=O)[O-])cc2)cc1	6	14	2	-4	-1	1.4	1	0	-5
CN1CCC(NC(=O)Nc2cccc(C(F)(F)F)c2)CC1	3	0	4	-11	-3	0.5	2	2	7
CC(NC(=O)c1cccs1)C(c1cccs1)N1CCOCC1 (configuration not stated)	15	12	2	-8	7	0.9	0	-1	-5
COc1ccc(N(C(=O)c2snc(C(N)=O)c2N)C(C(=O)NC2CCCC2)c2ccc(C)o2)c(OC)c1 (configuration not stated)	1	-4	-3	-8	4	0.2	0	-1	-1
CSc1ncccc1C(=O)N1CCCC(C(=O)c2cc(F)ccc2F)C1 (configuration not stated)	8	-13	2	17	-4	0.5	1	-3	-4
COc1ccc2c(c1)c(=O)oc1c(C)c(OC(C)C(=O)NCC3CCC(C(=O)O)CC3)ccc12 (configuration not stated)	-7	6	7	-1	-35	0.4	3	-2	6
O=C(Cc1cccs1)N1CCCC(c2nc3c(nnn3Cc3ccccc3Cl)c(=O)[nH]2)C1 (configuration not stated)	3	13	-9	-8	0	1.1	0	1	4
O=C(Nc1ccc2c(c1)OCCO2)C1c2ccccc2OCC(=O)N1Cc1ccccc1 (configuration not stated)	3	16	13	-12	-5	0.4	1	-2	0

Additional records follow:
SMILES	CHRM5 antagonist	CHO-K1 Ca PAM	M4 PAM	CHO-K1 Ca antag	CHRM4 antagonist	CHO-K1 Ca ag	M4 ag	CHRM5 agonist	CHRM5 PAM
c1ccc(Cn2cnc3ccccc32)cc1	7	4	-5	-2	21	0.9	3	0	-4
Cc1ccc(/C=N/n2c(-c3ccncc3)n[nH]c2=S)s1	4	8	-3	-10	6	2.4	0	2	1
COc1cccc(CN(C)C(=O)c2ccc(Oc3ccccc3)cc2)c1OC	9	-8	-8	-5	4	2.5	5	-1	0
Cn1c(=O)c2c(nc(N3CCCCC3)n2CC(O)COc2ccccc2)n(C)c1=O (configuration not stated)	14	-2	-2	5	13	0.5	0	-1	-7
CC1=CC(C)C2(CO)COC(c3ccc(O)cc3)C1C2C (configuration not stated)	-21	-3	-5	8	-2	2.4	7	8	-4
O=C(Nc1cccc(Cl)c1)c1ccc2c(c1)SC1=NS(=O)(=O)CCN12	4	3	-1	5	2	0.3	1	-2	-7
CC(=O)N1c2ccc(S(=O)(=O)N3CCC(C(=O)Nc4cccc(F)c4)CC3)cc2CC1C (configuration not stated)	17	-11	1	6	2	8.9	10	0	-9
O=C(CS(=O)(=O)c1ccc(F)cc1)NCc1ccccc1	9	-10	-2	2	-1	0.6	0	0	-4
O=c1[nH]cnc2c1c(-c1ccccc1)cn2-c1ccc(F)cc1	15	-10	17	10	-8	0.3	3	1	-12
O=C1CC(c2ccccc2)CC(O)=C1C=Nc1ccc(O)cc1 (configuration not stated)	-3	20	1	-8	-1	1.6	1	-1	0
CC(=O)N1CCN(Cc2ccc(Br)s2)CC1	1	-2	0	-6	22	0.4	2	-1	0
CN(CCOC(=O)/C=C/c1ccco1)Cc1ccccc1	2	6	-7	-6	3	0.3	0	-5	-3
Cc1cc(C)n(C2CCCCC2OC(=O)CCc2ccccc2)n1 (configuration not stated)	-6	15	-6	-11	-5	0.2	0	3	11
COC(=O)c1ccc(NC(=O)c2ccccc2N(C)S(=O)(=O)c2ccccc2)cc1	6	12	-8	-10	-2	1.9	2	-8	-1
OCCN(Cc1ccccc1)c1ncnc2sccc12	10	12	-8	-4	3	8.3	9	3	0
O=C(CSc1ccc(Br)c2cccc(Cl)c12)Nc1ccc(S(=O)(=O)Nc2nccs2)cc1	17	17	7	-8	3	0.0	1	-7	-2
N#CCCn1cc(C(=O)CN2C(=O)NC3(CCc4ccccc43)C2=O)c2ccccc21 (configuration not stated)	10	5	1	3	-1	0.0	4	0	-3
CC1C(=O)CC(c2ccccc2)NC1c1ccccc1 (configuration not stated)	5	11	-6	-13	15	-0.2	0	1	-1
CCc1cccc(CC)c1NC(=O)CN1CCN(c2ccccc2)CC1	-9	10	3	-17	-9	1.4	3	4	2
CC(=O)N1CCC[C@H]1C(=O)O	6	2	-11	-6	7	0.1	1	1	-8
CN(C(=O)c1ccncc1)c1ccccc1	5	4	-1	-5	11	1.2	1	-2	-1
CC1=C(C(=O)N(C)C)CC(CC(=O)NCCc2ccccn2)C(=O)N1Cc1ccc(F)cc1 (configuration not stated)	-2	2	-3	-9	-3	0.6	1	2	-2
COc1ccccc1N1CCN(/N=C/C=C\c2ccccc2[N+](=O)[O-])CC1	-4	-9	-12	-6	-3	3.6	5	-4	-1
CCOC(=O)C1(CCOc2ccccc2)CCN(Cc2ccc(F)c(OC)c2)CC1	7	11	-11	-11	-5	2.4	4	-8	-18
Cc1cc2nc(-c3nnnn3C3CCCCC3)c(=O)[nH]c2cc1C	3	13	6	-14	-7	0.5	0	0	-5

Entries of single compounds, looked up by structure:
CC(=O)N1CCN(Cc2ccc(Br)s2)CC1 as listed: CHRM5 antagonist: 1; CHO-K1 Ca PAM: -2; M4 PAM: 0; CHO-K1 Ca antag: -6; CHRM4 antagonist: 22; CHO-K1 Ca ag: 0.4; M4 ag: 2; CHRM5 agonist: -1; CHRM5 PAM: 0
CC1CCc2nc(NC(=O)c3cc(C(C)(C)C)nn3C)sc2C1 (configuration not stated) as listed: CHRM5 antagonist: 3; CHO-K1 Ca PAM: -10; M4 PAM: 0; CHO-K1 Ca antag: 13; CHRM4 antagonist: 1; CHO-K1 Ca ag: 0.1; M4 ag: 1; CHRM5 agonist: 0; CHRM5 PAM: 3
CCCn1nc(C(=O)N2CCCc3ccccc32)c2ccccc2c1=O as listed: CHRM5 antagonist: 13; CHO-K1 Ca PAM: 3; M4 PAM: -5; CHO-K1 Ca antag: -8; CHRM4 antagonist: 3; CHO-K1 Ca ag: 0.1; M4 ag: 0; CHRM5 agonist: -3; CHRM5 PAM: 0

Additional records:
SMILES	CHRM5 antagonist	CHO-K1 Ca PAM	M4 PAM	CHO-K1 Ca antag	CHRM4 antagonist	CHO-K1 Ca ag	M4 ag	CHRM5 agonist	CHRM5 PAM
Cc1onc(-c2ccccc2)c1C(=O)c1c[nH]c(C(=O)NCc2ccncc2)c1	5	-3	1	-13	-1	0.2	1	0	-2
CC(C)CN(CC(C)C)S(=O)(=O)N1CCC(C(=O)NC2CCCCCCC2)CC1	-2	18	10	-12	3	0.1	0	2	1
COc1ccc(OCC(O)CON2C(=O)c3ccccc3C2=O)cc1 (configuration not stated)	1	4	5	-4	-2	-0.1	1	-1	0
COc1ccc(/C=N/N2CCOCC2)cc1Cn1cc([N+](=O)[O-])cn1	15	-2	-11	-3	-3	0.0	1	-4	-3
CC(=O)Cn1nnc(-c2ccc(C(F)(F)F)cc2)n1	-7	6	1	-8	2	0.9	0	3	18
Cc1nc(SCCOc2ccc(F)cc2)c2ccccc2n1	-9	16	-6	0	-6	0.8	0	-2	1
CN1CCN(S(=O)(=O)c2ccc3c(c2)NC(=O)C2CCCN32)CC1 (configuration not stated)	1	17	1	-12	-1	-0.2	1	0	0
Cc1ccc(C(=O)OC2CCCN(C)C2)cc1 (configuration not stated)	2	-1	-3	-5	-5	0.0	1	-5	-9
Cn1c(=O)c2c(ncn2CC(=O)OCC(=O)Nc2cc(Cl)ccc2C#N)n(C)c1=O	9	-3	1	3	-7	0.1	3	4	-7
CCOC(=O)C1CCN(CCCSc2ccc(Cl)cc2)CC1	12	-11	-13	2	15	0.6	1	-23	-11
COc1ccc(NS(=O)(=O)c2cc(S(C)(=O)=O)ccc2C)cc1	3	7	9	-1	5	0.6	1	-1	2
S=C(Nc1cc(Cl)cc(Cl)c1)NC1CCN(Cc2ccccc2)CC1	28*	-6	-13	25*	20	17*	35*	12	-14
CCCCOc1ccc(/C=N/NC(=O)C2CCCNC2=O)cc1 (configuration not stated)	12	0	7	-6	-7	0.4	0	0	-8
S=C(NCCCn1ccnc1)Nc1ccc(Cl)cc1Cl	2	21	-1	-5	-3	1.1	2	-4	-1
CN(C(=O)c1ccc(OC2CCN(Cc3ccccn3)CC2)cc1)C1CCCCC1	-11	13	-6	-7	-9	2.9	5	-5	2
CN(CCCNC(=O)CSc1cc(=O)n(C)c2ccc(Cl)cc12)Cc1ccccc1	-7	22	-3	-9	-6	-0.1	1	-8	0
Cc1c(NC(=O)C2CC(c3cccc(Br)c3)=NO2)c(=O)n(-c2ccccc2)n1C (configuration not stated)	1	11	8	-10	0	0.7	1	-2	1
O=C(NNC(=O)c1ccc([N+](=O)[O-])cc1)c1ccncc1	0	21	13	-10	4	0.3	0	1	6
NC(=O)N=Nc1c(O)[nH]c2ccc([N+](=O)[O-])cc12	13	14	8	-21	0	0.9	1	-2	-3
COc1cc2cc(CCOC(=O)c3ccc(F)cc3)oc(=O)c2cc1OC	15	19	-1	-11	5	4.3	13	-3	-17
Cc1nc(S(=O)(=O)Cc2ccccc2)nc2c1CCC2	7	-17	1	8	-5	0.0	1	0	-5
COC(=O)[C@@]1(Sc2ccc(C)cc2)CC(=O)N[C@@H]1c1ccc(C(F)(F)F)cc1	-2	24	22	-20	-15	2.6	2	4	2
Cc1nc2ccccc2c2nc(NC(=O)C(F)(F)F)nn12	4	16	17	-13	-8	1.1	2	1	8

High-throughput results: PubChem, The Scripps Research Institute Molecular Screening Center
